Compound activity from PubChem BioAssay.
RAD52 anneal inh: blocks human RAD52 DNA annealing. recombinant RAD52 DNA annealing, FRET fluorescence. inhibition, % at 18.7 µM. actives 0.46% (n = 360,000). P43351;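 active means every replicate showing at least 50% inhibition; inconclusive means mean inhibition at least 50% but not in every replicate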
Target sequence (P43351 whole entry, looked up): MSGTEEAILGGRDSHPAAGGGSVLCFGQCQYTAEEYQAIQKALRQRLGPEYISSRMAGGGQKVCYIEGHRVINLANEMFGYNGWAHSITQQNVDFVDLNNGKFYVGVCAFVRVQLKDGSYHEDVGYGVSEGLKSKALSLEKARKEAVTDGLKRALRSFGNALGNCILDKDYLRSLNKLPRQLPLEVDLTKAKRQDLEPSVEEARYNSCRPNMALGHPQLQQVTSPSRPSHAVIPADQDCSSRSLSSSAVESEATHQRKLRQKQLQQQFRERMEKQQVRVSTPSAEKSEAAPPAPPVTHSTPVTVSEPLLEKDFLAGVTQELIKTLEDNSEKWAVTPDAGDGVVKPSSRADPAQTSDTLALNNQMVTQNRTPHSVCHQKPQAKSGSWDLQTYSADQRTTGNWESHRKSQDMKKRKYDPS
E-sel inducer: induces E-selectin expression in human endothelial cells | P16581 | HUVEC E-selectin immunofluorescence imaging; normalized: neutral wells 0, TNF-alpha wells 100 | activation, % at 7.58 µM | actives 0.37% (n = 260,000);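 active means mean E-selectin-positive cell signal at least 10% of the positive control, reached in at least 60% of replicates, without over 20% cell loss; inconclusive means no rule given, readout overlaps actives, possibly toxicity-flagged; inactive means the rest, including those meeting only one limit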;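 further: in these data hits start at about 27%; measured in HUVEC primary endothelial cells; signal is the percent of cells scored E-selectin positive by PE staining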
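Test system: HUVEC | Signal: Immunofluorescence imaging | Read-out: Percent E-selectin-positive cells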
DENV2 CPE: protects cells from dengue virus 2 cytopathic effect; DENV2-infected cells, cytopathic effect rescue, plate reader; CPE inhibition, % at 9.99 µM; actives 1.7% (n = 350,000); AID 651640; in the data active means CPE inhibition above about 20%, passing the limit was not always enough; inconclusive means no clear call, values can overlap the other calls; tested in BHK-21 cells;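 further: 0% = median of neutral control wells and 100% = median of positive control wells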
RAD54 branch: RAD54 (human) branch migration inhibition; Q92698; RAD54 Holliday junction branch migration, FAM/BHQ fluorescence; inhibition, % at 10.4 µM; actives 0.14% (n = 360,000);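 active means mean normalized replicate activity at least 40 and at least half of replicates scoring 40 or more; inconclusive means only one of the two criteria met; inactive means mean below 40 and under half of replicates reaching 40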;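 further: 0% = median of neutral control wells and 100% = median of positive control wells; inhibitors cause a drop in the FAM fluorescence signal; in these data hits start at about 50%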
Xi reactivation: X-chromosome reactivation activator. XiGFP mouse fibroblasts, % GFP-positive cells imaging, 3 d; cells co-treated with 5-aza-dC sensitizer; scaled so ellipticine positive control = 100%. actives 0.055% (n = 360,000). activation, % at 7.58 µM. AID 743238;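 active means mean normalized replicate activation at least 10% and every replicate at or above 10%; inconclusive means only one of the two criteria met; inactive means mean below 10% and not all replicates reach 10%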;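 further: 0% = median of on-plate neutral control wells and 100% = ellipticine 6 µM median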
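Material: XiGFP fibroblasts, SV40-immortalized; Buffer or medium: DMEM containing 5-aza-dC; Compound dosing: single point; Times: 3 days compound exposure.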
CFTR F508del cor: correctors of CFTR F508del function in bronchial epithelial cells; CFBE cells, YFP halide quenching; stimulated with forskolin plus potentiator P3; % fluorescence drop versus neutral controls; activity (quench increase), % at 7.58 µM; actives 0.36% (n = 350,000); AID 720511;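 active means mean added fluorescence quench of at least 8% versus neutral control, with both replicates also reaching 8%; inconclusive means only one of the mean or replicate conditions met; inactive means mean below 8% and not both replicates reaching 8%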;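 further: cells transiently co-express mutant CFTR-F508del with the halide-sensitive YFP; corrector assay measuring rescue of mutant channel to the surface after 24 h compound exposure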
INS-1E GSIS act: primary screen for activators of insulin secretion dependent on glucose, INS-1E cells, GLuc reporter luminescence; INS-1E GLuc reporter insulin secretion, 2-3 h; activation, % at 16.6 µM; actives 0.61% (n = 370,000);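 active means lowest replicate activation of at least 40%, so every replicate reaches that level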;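 further: 0% = median of neutral control wells and 100% = median of IBMX positive control wells; some compounds called inactive have numbers as strong as hits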
Casp6 inh: inhibitors of human caspase-6; purified caspase-6, Z-VEID-R110 cleavage fluorescence; inhibition, % at 12.5 µM; actives 0.53% (n = 350,000); AID 686996;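 active means mean inhibition across replicates at least about 35%, with every replicate also reaching that limit, limit read from the data; inconclusive means only one of the two criteria met; inactive means neither criterion met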;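 further: 0% = median of neutral control wells and 100% = no fluorescence left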
Target sequence (P55212 24-179 limits assumed): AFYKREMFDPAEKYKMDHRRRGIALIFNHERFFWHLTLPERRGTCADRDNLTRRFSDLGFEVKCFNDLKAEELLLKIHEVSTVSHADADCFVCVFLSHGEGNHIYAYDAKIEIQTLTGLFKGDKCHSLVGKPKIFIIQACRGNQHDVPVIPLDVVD
Target sequence (P55212 194-293 limits assumed): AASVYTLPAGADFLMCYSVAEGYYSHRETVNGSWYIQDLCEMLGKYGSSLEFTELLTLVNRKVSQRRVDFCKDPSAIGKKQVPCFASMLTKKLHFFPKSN
* = called active by the depositor; ? = inconclusive; . = not tested or not shown. Compounds were not picked by outcome; 3.7% or so of the library scored in one or more.

SMILES	RAD52 anneal inh	E-sel inducer	DENV2 CPE	RAD54 branch	Xi reactivation	CFTR F508del cor	INS-1E GSIS act	Casp6 inh
Cc1noc(C)c1NC(=O)Nc1cccc2c1O[C@@H](CN(C)CC1CCCCC1)[C@H](C)CN([C@@H](C)CO)C2=O	-5	?	2	3	-0.8	2.6	0	-1
OCCN1CCN(c2ncnc3ccc(Br)cc23)CC1	-9	2.0	13	7	0.2	-0.4	13	-4
CC1(C)Cc2ccccc2C(C(=O)c2ccccc2)=N1	-14	-0.2	-2	-14	0.3	3.8	-15	-3
COCC(=O)N(C)C[C@H]1Oc2ncc(-c3cccc(OC)c3)cc2C(=O)N([C@@H](C)CO)C[C@@H]1C	8	-0.1	6	2	0.2	0.4	21	0
O=C(Nc1ccccc1F)N1C[C@@H]2[C@H](c3ccccc31)[C@H](CO)N2C(=O)c1ccccn1	4	0.5	3	10	0.3	5.0	-1	2
C#CCN(CC=C)C(=O)CCc1nnc(COc2ccccc2)o1	-17	.	0	4	0.3	-1.2	-1	3
CN(C)CC(=O)N1[C@H](CO)[C@H](c2ccccc2-c2ccccc2F)[C@@H]1C#N	32	0.2	5	.	0.1	-3.6	15	-4
Cc1csc2c(N3CCN(C(=O)Nc4ccc(OC(F)(F)F)cc4)CC3)ncnc12	0	-0.1	-2	.	0.8	-0.6	9	1
CCc1nn(CC(=O)N2CCCCCC2)c(=O)c2cc3ccccc3n12	-20	.	-5	-9	0.0	3.2	-13	-5
Cc1ccc(Cl)cc1N1CCN(S(=O)(=O)c2ccc3c(c2)NC(=O)C(C)C(=O)N3)CC1 (configuration not stated)	-23	.	6	0	-0.1	-1.2	.	-2
CCCc1nnc(NC(=O)CCC(=O)N2CCN(S(=O)(=O)c3ccc(OC)cc3)CC2)s1	0	.	3	-13	0.1	2.1	-2	1
CC(Oc1ccc(S(=O)(=O)N2CCCC2)cc1[N+](=O)[O-])C(=O)NC1(C#N)CCCCC1 (configuration not stated)	-8	0.9	?	5	0.0	-0.9	-13	3
O=C(Nc1ccccc1Cl)N1C[C@H]2[C@@H](c3ccccc31)[C@@H](CO)N2C(=O)c1cccnc1	-7	0.0	-6	-13	0.2	0.3	-1	0
C[C@H]1CN([C@@H](C)CO)C(=O)c2cccc(NC(=O)C3CCCCC3)c2O[C@@H]1CN(C)S(=O)(=O)c1ccc(Cl)cc1	2	8.7	0	4	-0.1	1.2	-13	-3
O=C(Cc1cccs1)NCc1cccs1	-14	.	3	2	.	-2.9	23	7
CCCNC(=O)N1[C@H](C#N)[C@@H](c2ccc(/C=C/c3ccccc3)cc2)[C@H]1CO	-23	-0.4	-13	2	0.3	-3.7	4	-1
FC(F)(F)c1cccc(Nc2nc(N3CCOCC3)nc(N3CCOCC3)n2)c1	-9	.	?	-12	0.1	0.2	2	-1
O=C(c1cc2c(F)cccc2s1)N1CCCC1	-20	-0.1	-4	.	0.3	-1.9	9	6
COc1ccc(OC)c(NC(=O)C2(C)CCN2Cc2ccc(OC)c3ccccc23)c1 (configuration not stated)	1	2.5	9	11	0.2	0.5	8	0
O=C(CSc1nnc(-c2ccncc2)n1-c1ccc(F)cc1)NNC(=O)c1cccc(O)c1	-14	-1.1	0	0	0.0	0.9	9	1
Cc1ccnc(NC(=O)CSc2ccccn2)c1	-7	4.5	-2	.	0.2	-0.6	17	1
COCCNC(=O)CN1C(=O)COc2ccc(Cl)cc21	-2	1.2	-8	-9	0.1	-6.5	.	2
COc1ccc(S(=O)(=O)N(C)C[C@@H]2Oc3ccc(NS(C)(=O)=O)cc3CC(=O)N([C@H](C)CO)C[C@@H]2C)cc1	-2	.	11	4	0.2	2.4	-14	-2
CCCCc1cc(=O)oc2cc(OCC(=O)N[C@@H](Cc3ccccc3)C(=O)O)ccc12	-7	.	8	6	.	2.5	4	3
COC(=O)C[C@H]1C[C@@H]2c3cc(NS(=O)(=O)c4ccccc4)ccc3O[C@@H]2[C@H](CO)O1	.	0.1	-6	8	-0.1	1.5	-3	.

(continued)
SMILES	RAD52 anneal inh	E-sel inducer	DENV2 CPE	RAD54 branch	Xi reactivation	CFTR F508del cor	INS-1E GSIS act	Casp6 inh
CNC(=O)C[C@@H]1CC[C@@H]2[C@@H](COc3ccc(NC(=O)Nc4ccc(F)cc4)cc3C(=O)N2C)O1	2	0.1	-9	-1	0.1	-1.1	1	-3
Cc1occc1-c1nnc(SCCNCCO)o1	-5	0.0	?	.	0.0	.	8	-112
Cc1ccccc1-c1ccc2c(c1)[C@@H]1C[C@H]3[C@@H](CN1CC2)[C@H](C)ON3C	18	0.6	.	.	-0.1	2.1	.	-3
COC(=O)/C(=C/c1ccco1)NC(=O)c1ccc(Br)o1	-34	-4.7	0	.	0.0	-0.8	-4	3
O=C(COc1ccccc1[N+](=O)[O-])NC1CC1	-18	.	.	0	0.0	-1.7	23	-4
Cc1ccc(S(=O)(=O)N[C@H]2C=C[C@@H](CC(=O)NCc3ccccc3F)O[C@@H]2CO)cc1	-7	1.5	-4	-2	-0.1	-1.4	-1	-2
NC(=O)Cc1ccc(C(=O)c2ccccc2F)s1	-15	.	-2	10	0.0	-3.7	-14	1
Cc1nn(Cc2ccccc2)c(C)c1CNC(=O)CN=C1NS(=O)(=O)c2ccccc21	-1	-0.6	0	-2	0.0	-1.3	4	2
CCCCc1nc2sc3c(c2c(=O)n1NC(=O)c1ccco1)CC(C)(C)OC3	-5	2.6	-3	.	0.0	0.3	14	0
O=[N+]([O-])c1ccc(N=Nc2c(O)[nH]c3ccc(F)cc23)cc1	-15	4.9	0	16	0.3	2.7	-16	0
COCC#Cc1ccc2c(c1)O[C@@H](CN(C)C(=O)Nc1ccccc1F)[C@H](C)CN([C@H](C)CO)S2(=O)=O	11	-0.1	-8	9	0.5	0.1	-5	2
COC(=O)c1cn(NC(=O)Cc2ccccc2OC)c(=O)c2ccccc12	-20	4.1	-2	-11	-0.1	-1.1	16	0
COc1ccc2c3c(n(C)c2c1)[C@@H](CO)N(C(=O)C1CCCC1)CC31CCN(Cc2cccc(F)c2)CC1	20	-0.4	-2	.	1.2	5.2	-29	0
CCCCC(CC)CNC(=O)CCCCn1c(=O)[nH]c2ccsc2c1=O (configuration not stated)	-11	0.1	3	-5	0.2	-2.1	-8	-1
CCOC(=O)/C=C1\SCC(=O)N1CC(=O)NC(C)C	-8	.	.	-4	.	.	8	-2
FC(F)(F)c1cnc(-c2cnc(-c3ccncc3)nc2)c(Cl)c1	-5	.	-6	.	0.0	2.3	-13	-2
CC(C)C#Cc1ccc2c(c1)O[C@@H](CN(C)C(=O)c1cnccn1)[C@H](C)CN([C@H](C)CO)S2(=O)=O	14	2.6	-9	-3	0.3	1.1	-8	-1
Cc1cccc(-c2ccc([C@H]3[C@H]4CN(C(=O)NC5CCCCC5)CC(=O)N4[C@H]3CO)cc2)c1	-9	0.5	-4	.	0.4	2.1	-23	0
Cn1cnc(S(=O)(=O)N2CC[C@@H]3[C@@H](CO)Nc4ccc(-c5ccccc5F)cc4[C@@H]32)c1	.	-0.2	-6	4	0.0	1.3	-7	.
Cc1cccc(NC(=S)N2CCN(Cc3ccccc3)CC2)c1C	-2	0.1	10	.	0.0	.	.	5
Cc1ccc(NC(=O)CNc2ccc(N3CCOCC3)cc2)cc1S(=O)(=O)N(C)C	-17	.	4	.	0.3	-1.5	-3	-3
COc1ccc(/C=N/NC(=O)c2cc3c(ccc4ccccc43)o2)c(OC)c1	-17	-0.3	13	3	0.5	0.8	0	-2
Nc1nncn1C(=O)CCCOc1ccccc1	-3	.	.	5	.	.	7	1
O=C1C=CCCC1	-6	.	5	7	.	0.1	9	-4
CCOC(=O)N1CCN(C(C(=O)NC2CCCC2)C(C)C)CC1 (configuration not stated)	-5	-0.1	30*	.	0.0	-0.1	11	38*

More results:
SMILES	RAD52 anneal inh	E-sel inducer	DENV2 CPE	RAD54 branch	Xi reactivation	CFTR F508del cor	INS-1E GSIS act	Casp6 inh
COC(=O)C[C@H]1C[C@H]2c3cc(NC(=O)Nc4ccccc4F)ccc3O[C@H]2[C@H](CO)O1	-2	-0.4	4	-1	0.1	-1.9	5	-7
Cc1noc(C)c1NC(=O)N(C)C[C@H]1Oc2ccc(N(C)C)cc2C(=O)N([C@H](C)CO)C[C@@H]1C	0	.	-1	5	-0.4	1.6	15	-7
COc1ccccc1-c1cn(CC[C@@H]2CC[C@@H](NS(=O)(=O)c3ccccc3C)[C@@H](CO)O2)nn1	1	0.7	3	-13	-0.2	0.6	-4	1
COc1ccc(CCNC(=O)c2ccc(Br)cc2)cc1	-6	.	-2	-14	0.1	3.0	7	-1
CN(C)CC#Cc1ccc([C@@H]2[C@@H](CO)N3C(=O)CN(C(=O)c4cccnc4)C[C@H]23)cc1	14	0.8	11	.	0.4	-1.4	-1	4
COc1cccc(C(C(=O)NC2CCCC2)N(C(=O)c2ccco2)c2ccccc2)c1OC (configuration not stated)	0	.	-2	-2	0.2	1.2	-19	-1
OC(CNCc1cccc(Cl)c1)c1ccccc1 (configuration not stated)	-7	0.1	1	.	-0.1	.	5	-2
CC(=O)Nc1ccc(NC(=O)Cn2cnc3c(nnn3Cc3ccc(F)cc3)c2=O)cc1	-10	.	1	8	0.1	-3.2	0	0
COc1ccc(CC(=O)N[C@@H]2c3ccccc3CC[C@H]2OCc2ccccc2)cc1	-2	0.4	-9	-7	-0.2	0.8	-21	2
O=C(/C=C/c1cccs1)N1CCC2(CC1)Oc1ccc(F)cc1C(=O)C21CC(c2ccccc2)=NO1 (configuration not stated)	-5	-0.3	.	-4	0.0	-3.9	-11	-1
COc1cc(/C=N/n2cnn(Cc3ccccc3Cl)c2=S)cc(OC)c1OC	-9	.	-7	.	0.0	0.3	0	2
CCOC(=O)CCc1c(C)n[nH]c1C	-17	.	20	.	0.1	-2.9	12	0
N#C[C@@H]1[C@@H](c2ccccc2C2=CCCC2)[C@H](CO)N1C(=O)Cc1ccncc1	5	-0.1	29*	.	0.1	1.7	2	0
CC(C)C(=O)NNC(=O)c1csc(-c2cccs2)n1	-7	.	-3	.	0.1	1.4	.	-2
O=C(Nc1cccnc1)c1cccc(S(=O)(=O)N2CCOCC2)c1	3	.	0	.	.	-0.6	4	0
CC(=O)C1=C(C)NC(SCC(=O)c2ccc(F)cc2)=C(C#N)C1c1ccco1 (configuration not stated)	-110	.	-3	2	.	.	8	3
Cc1nc(Cc2nnc(SC(C)C(=O)Nc3ccccc3)o2)cs1 (configuration not stated)	-44	.	-1	9	0.6	-3.7	0	-3
Cc1ccc(C(=O)/C=C/NNC(=O)c2ccccc2O)cc1	-8	1.7	-2	9	0.0	-2.5	-8	0
Cc1ccc(CNS(=O)(=O)c2c(C)nc3scc(C)n3c2=O)cc1	-4	2.7	0	.	0.1	1.7	11	-1
